Screening results as filed in PubChem BioAssay.
S3 lipid droplet – qHTS Assay for Lipid Storage Modulators in Drosophila S3 Cells; Drosophila S3 cells, BODIPY lipid droplet fluorescence, 18-24 h; cells fed with added oleic acid; lipid storage change, negative = inhibition, % at the top dose, mostly 46.1 µM; hits show Potency in µM; AID 2685, 2010; 0.64% of 320,000 active; active = well fitted inhibition curve with a large enough effect in the signal ratio, with a control signal flat, not every such curve was filed as active; inconclusive = small, poorly fitted or top-dose-only effect, or effect the other way, or a change in a side signal; the % refers to the signal ratio
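Laser-scanning cytometry quantifies lipid droplet accumulation (500–530 nm total intensity; droplet/cell object ratio) in oleic acid-fed (400 uM added) Drosophila S3 cells treated with a concentration series. 20 uM Triacsin C defined 100% inhibition.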
S3 lipid droplet cell count max – second read-out of S3 lipid droplet, no call of its own (marks repeat the call); cell number change, %; measured here: cell count max response;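 cells counted by Cell Tracker Red CMTPX staining in the red channel; peak over a dose series mostly up to 46.1 µM; percent activity relative to internal control wells on each plate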
* = called active by the depositor; i = inactive; ? = inconclusive; / = no result given; [ ] = another dose, or the depositor's remark. % is set by controls: 0 for no effect and ±100 for the full control effect; potency is the fitted concentration of half-maximal effect. The list is partial. The share of hits here may be higher or lower than overall.

S3 lipid droplet	S3 lipid droplet cell count max	molecule
3%	0	CC(C)c1ccccc1NC(=O)Cn1c(-c2ccccc2Cl)nc2ccccc21
20%	-9	CCCOc1ccc(C(O)CCNC(CC(=O)O)c2ccccc2)cc1 (stereo unspecified)
11%	3	CC(=O)Nc1ccc(N2CCN(C(=O)c3cccs3)CC2)cc1
i	/	O=C(O)c1ccc(NC(=O)c2ccc3c(c2)C(=O)N(CC2CCCO2)C3=O)cc1 (stereo unspecified)
?	/	COc1ccccc1NS(=O)(=O)c1ccc2oc(N)nc2c1
i	-5	CN(CC(=O)Nc1ccc2c(c1)OCO2)S(=O)(=O)c1ccc(F)cc1
1%	7	CCOC(=O)c1ccc(NC(=O)C(=O)NCC2(c3ccc(OC)cc3)CCOCC2)cc1
?	/	CCOC(=O)c1nc(Nc2ccccc2)c2ccccc2n1
?	/	Cc1[nH]n(-c2ccccc2)c(=O)c1C=NCc1ccncc1
i	-9	COC(=O)c1cccc(NC(=O)CCc2cc(OC)c(OC)c(OC)c2)c1
?	/	CC(C)C(NS(=O)(=O)c1ccc2c(c1)C(C)(C)C(=O)N2C)C(=O)NCc1ccccc1Cl (stereo unspecified)
?	/	Cc1ccccc1CN(C)C(=O)[C@H](Cc1ccccc1)NC(=O)c1ccco1
9%	2	O=C(Nc1ccc2c(c1)OCCO2)c1cnc2n(c1=O)CCS2
?	/	CC1=NCCN1S(=O)(=O)c1cccc([N+](=O)[O-])c1
?	/	Clc1cccc(-c2ccc(CNCc3ccccn3)o2)c1
?	/	CCN(CC(=O)NCc1ccc(Cl)cc1)C(=O)CCC(=O)c1ccc(F)cc1
1%	/	COc1cccc(NC(=O)c2cc3c(=O)n4ccccc4nc3n(CC(C)C)c2=N)c1
33%	/	COc1ccc(CCN2C(=O)CC(N3CCC(C(N)=O)CC3)C2=O)cc1OC (stereo unspecified)
?	/	Cc1ccc(OCC(=O)NNC(=S)NCc2ccccc2)cc1
?	/	COc1cc(C(=O)OCC(=O)Nc2ccccc2C(=O)NC2CC2)c([N+](=O)[O-])cc1OC
?	/	COc1cc(OC)cc(C(=O)Nc2cccc3ccccc23)c1
5%	/	CCC(C)Sc1nc(C)nc2c1c(=O)n(C)c(=O)n2C (stereo unspecified)
?	/	COc1ccccc1-c1noc2ncnc(Nc3cccc(C)c3)c12
?	/	CCCn1ncc(CN2CCC(n3nccc3NC(=O)CCc3ccccc3)CC2)c1C
?	/	Nn1c(COc2ccccc2)nnc1SC(F)F
i	-2	O=C(NCC(O)c1ccccc1)c1cccc(S(=O)(=O)N2CCOCC2)c1 (stereo unspecified)
0%	2	CC(Cc1ccccc1)C(=O)N1CCN(C)CC1 (stereo unspecified)
?	/	CC(=O)CCC(=O)NCCc1ccccc1F
?	/	CC(C)(C)NC(=O)CN1C(=O)/C(=C/c2ccccc2)SC1=S
15%	-21	Cc1ccc(NC(=O)c2cccc(Cl)c2)nc1

Two records drawn at random from those above:
S3 lipid droplet	S3 lipid droplet cell count max	molecule
?	/	COc1cc(C(=O)OCC(=O)Nc2ccccc2C(=O)NC2CC2)c([N+](=O)[O-])cc1OC
i	-9	COC(=O)c1cccc(NC(=O)CCc2cc(OC)c(OC)c(OC)c2)c1

Next records follow.
S3 lipid droplet	S3 lipid droplet cell count max	molecule
?	/	Cc1nc2sc3c(O)cc(=O)[nH]c3c2c(C)c1C
21%	-3	O=C(C1CCCN(S(=O)(=O)c2cccnc2)C1)N1CCn2c1nc1ccccc12 (stereo unspecified)
8%	-12	CC(C)C(=O)Nc1c2c(nc3ccccc13)N(C)CC2
?	/	Cc1ccc(NC(=O)N(Cc2ccco2)Cc2cc3cc(C)cc(C)c3nc2Cl)cc1
-13%	5	S=C(NC1CCCCC1)N1CCCCC1
?	/	OC(COC(c1ccccc1)c1ccccc1)CN1CCOCC1 (stereo unspecified)
-1%	-12	N/C(=N\OC(=O)/C=C/c1ccccc1)c1ccncc1
23%[0.0737 µM]	/	CCN1CCN(S(=O)(=O)c2ccc(Cl)c(C(=O)NCc3ccco3)c2)CC1
-11%	-6	COc1ccc(CCNS(=O)(=O)c2cnc(Cl)c(Br)c2)cc1OC
?	/	Cc1cc(N2CCCCC2)nc(-c2ccc(Br)cc2)n1
?	/	CCCCOC(=O)c1ccc(NC(=O)C(=O)NCc2ccco2)cc1
15%	-19	O=C(CCc1nc2ccccc2c(=O)[nH]1)OCc1ccc(Cl)cc1Cl
?	/	Cc1ccc(CN2CCN(C(=O)c3cccc4ccccc34)CC2)cc1
9%	13	CCNC(=O)CSc1nc2ccccc2c(=O)n1-c1cc(OC)ccc1OC
?	/	O=C(O)c1ccc(CNC(=O)c2ccc(C(F)(F)F)cc2)cc1
?	/	CCOC(=O)CSc1n[nH]c(-c2cccnc2)n1
i	1	Oc1cccc(/C=N/n2c(C3CCCCC3)n[nH]c2=S)c1
1%	-16	O=S1(=O)C=CC(Nc2ccccc2)C1 (stereo unspecified)
6%	-14	O=C(C1CC1)N1CCc2cc(Br)cc(S(=O)(=O)NCc3ccco3)c21
?	/	Cc1cc(C(=O)N2CCCC(N3CCN(Cc4ccc5c(c4)OCO5)CC3)C2)n[nH]1 (stereo unspecified)
12%	-10	COc1ccc(NS(=O)(=O)c2cccc(C(=O)NNC(=O)CNC(=O)c3ccc(C)cc3)c2)cc1
?	/	Cc1oc2ccc(OS(C)(=O)=O)cc2c1C(=O)OC(C)C
?	/	O=C(O)CCNS(=O)(=O)c1ccccc1
i	/	CCn1c(SCC(=O)N2CCCc3ccccc32)nnc1-c1ccoc1C
?	/	COc1ccc(N2C(=O)CSC2c2ccc(F)c(F)c2)cc1 (stereo unspecified)
-4%	-2	Cc1ccc(S(=O)(=O)N2CCN(C(=O)CN3CCOCC3)C2)cc1
?	/	COc1ccc(C(CCNCc2ccc(OC)c(OC)c2)c2ccc(F)cc2)cc1 (stereo unspecified)
?	/	CCc1ccc(-c2cc(C)no2)cc1S(=O)(=O)N1CCN(C(=O)c2ccco2)CC1
?	/	O=C1c2ccccc2-c2nnc(-c3ccc(O)cc3)cc21
i	-17	Cc1ccccc1S(=O)(=O)Cc1ccc(C(=O)N2CCN(c3ncccn3)CC2)o1

Among those listed so far, 2 contain a thiophene ring, fused or not.
S3 lipid droplet	S3 lipid droplet cell count max	molecule
11%	3	CC(=O)Nc1ccc(N2CCN(C(=O)c3cccs3)CC2)cc1
?	/	Cc1nc2sc3c(O)cc(=O)[nH]c3c2c(C)c1C

Continuation:
S3 lipid droplet	S3 lipid droplet cell count max	molecule
?	/	Cc1ccc(N2C(=O)C3C4CCC(O4)C3C2=O)c(OC(F)F)c1 (stereo unspecified)
3%	-9	Brc1ccc(-c2csc(N3CCOCC3)n2)cc1
13%	-14	O=C(COc1ccccc1[N+](=O)[O-])N/N=C/c1cccs1
1%	-1	CC(C)c1nnc(NC(=O)C2CCN(S(=O)(=O)c3ccc(-n4cnnn4)cc3)CC2)s1
?	/	COC(=O)c1ccc(/C=C2/SC(=S)N(CCC(=O)N3CCOCC3)C2=O)cc1
?	/	Cc1cc2c(cc1S(=O)(=O)NC1CCCCC1C)OCC(=O)N2 (stereo unspecified)
?	/	O=C(c1cc2nc(-c3ccco3)cc(C(F)(F)F)n2n1)N1CCN(c2ccccn2)CC1
-8%	-16	CCn1cc(CCC(=O)NCc2ccc(F)cc2)c2ccccc21
?	/	COc1ccc(NC(=S)N2CCN(S(C)(=O)=O)CC2)cc1
?	/	CC(Sc1nnc(-c2cccs2)n1-c1ccccc1)C(=O)NCc1ccco1 (stereo unspecified)
i	15	CN(C)CCNS(=O)(=O)c1ccc(N2CCc3ccccc32)c([N+](=O)[O-])c1
0%	-2	Cc1cc(S(=O)(=O)NCc2ccc(N3CCN(C)CC3)cc2)c(C)s1
-6%	-9	C=CCn1c(SCC(=O)c2c(N)n(C)c(=O)n(C)c2=O)nnc1-c1ccncc1
?	/	CCC1CCCCN1C(=O)COc1ccc(F)cc1 (stereo unspecified)
?	/	Cc1nc(C)c(-c2csc(Nc3ccccn3)n2)s1
-12%	13	CCOC(=O)CNC(=S)NN(C)C
1%	-13	O=C(NCC(=O)N1CCCC1)c1cccs1
-15%	-10	O=C(CSCc1ccc(F)cc1)Nc1ccccc1C(=O)N1CCOCC1
6%	-5	COCC1CCN(C(=O)c2ccc3oc(Cc4ccccc4)nc3c2)C1 (stereo unspecified)
-21%	0	COc1ccc(C)cc1NC(=O)CSc1ccc(-c2ccccn2)nn1
i	6	O=C(CSc1nnc(Cc2ccccc2)n1-c1ccc(F)cc1)N1CCOCC1
i	/	CC(=O)Nc1cccc(C(=O)O)n1
?	/	CCC(C(=O)OC)n1cnc2scc(-c3ccc(C)c(C)c3)c2c1=O (stereo unspecified)
?	/	CCC(c1nnnn1Cc1ccc(OC)cc1)N(CCCO)Cc1cc2cc3c(cc2[nH]c1=O)OCO3 (stereo unspecified)
?	/	O=C(CNC(=O)c1sc2ccccc2c1Cl)NC1CC1
i	15	CC1(C)C2CC[C@]1(C)C(=O)N(CCCCN1CCN(c3ccccn3)CC1)C2=O
?	/	O=C(CCn1c(=O)oc2ccccc21)Nc1nc2ccccc2s1
?	/	COc1ccc(/C=C/C(=O)OCc2cccc([N+](=O)[O-])c2)cc1
?	/	O=[N+]([O-])c1ccc(Sc2nccn2Cc2ccccc2)c([N+](=O)[O-])c1
?	/	COc1ccc(N(CC(=O)O)S(C)(=O)=O)cc1OC

3 structures out of the list, arranged by number of heavy atoms, lowest first.
S3 lipid droplet	S3 lipid droplet cell count max	molecule
1%	-13	O=C(NCC(=O)N1CCCC1)c1cccs1
3%	-9	Brc1ccc(-c2csc(N3CCOCC3)n2)cc1
?	/	CCC(C(=O)OC)n1cnc2scc(-c3ccc(C)c(C)c3)c2c1=O (stereo unspecified)

New compounds follow.
S3 lipid droplet	S3 lipid droplet cell count max	molecule
-15%	-24	CCOc1ccc(-c2cccc(NC(=O)COc3ccccc3)c2)nn1
?	/	O=C(Nc1ccc(Cl)cc1)c1cc2nc(-c3ccco3)cc(C(F)(F)F)n2n1
?	/	CCn1nc(C)c(/C=N/NC(=O)Cn2nnnc2N)c1C
?	/	Cc1nnc(SCC(=O)Nc2nsc(-c3ccccc3)n2)s1
i	/	COC(=O)C(c1cc(OC)c(O)c(OC)c1)(N1CCNC(C)C1)C(F)(F)F (stereo unspecified)
13%	4	COc1ccc(Oc2cc(F)nc(N)n2)cc1
?	/	Cc1c(Cl)c([N+](=O)[O-])nn1CC(=O)Nc1ccc2c(c1)OCO2
i	/	COc1cc(CC(=O)NCc2ccco2)cc(OC)c1OC
-4%	-1	COc1ccc(CNC(=S)Nc2ccc(F)c(Cl)c2)cc1
-3%	/	O=c1[nH]cnc2c1N1CCC2CC1
?	/	COc1ccc(CNC(=O)COC(=O)CO/N=C(\C)c2ccc3c(c2)OCO3)cc1
?	/	O=C(Cn1nc(-c2ccc3c(c2)OCCO3)ccc1=O)Nc1cccc(NC(=O)c2ccccn2)c1
?	/	Cc1noc(C)c1NC(=O)NCCN1CCN(Cc2ccccc2)CC1
?	/	Cc1nn(C)c(C)c1NC(=O)c1ccnn1C
i	0	COc1ccc(CCNC(=O)COc2ccc(C)nc2[N+](=O)[O-])cc1OC
?	/	Cc1ccccc1Nc1nc(N)nc(CSc2nc3ccccc3s2)n1
-9%	-6	O=C(Nc1nc2ccccc2s1)c1c(F)cccc1Cl
i	-22	O=C(Nc1cccc(Cl)c1)NC1CCS(=O)(=O)C1 (stereo unspecified)
?	/	Cn1cnnc1SCc1ccc(C(=O)N/N=C(\CCC(=O)O)c2ccc(C(C)(C)C)cc2)cc1
-2%	-2	CCCCC(CCC(=O)O)(C(=O)OCC)c1csc(Nc2ccc(C)cc2)n1 (stereo unspecified)
i	16	CCn1c(SCC(=O)Nc2ccccc2Cl)nnc1C1CC1
?	/	O=C(NCc1cccnc1)/C(=C\c1ccc(-c2ccc(Cl)c(Cl)c2)o1)S(=O)(=O)c1ccccc1
0%	5	COc1ccc(CNCc2ccc([N+](=O)[O-])cc2)cc1OC
17%	10	COc1ccc(S(=O)(=O)N2CCN(C)CC2)cc1NC(=O)c1ccccc1F
?	/	O=C(c1ccc(F)cc1)N1CCN(C2CCCCC2)CC1
-9%	-2	O=C(COc1ccc(/C=N/NC(=O)CSCc2ccc([N+](=O)[O-])cc2)cc1)NCc1ccco1
0.65µM*	-24*	CCn1cnc2c(Nc3cc(F)cc(F)c3)nc(C#N)nc21
?	/	COc1cc(C(=O)Nc2ccc3nc4n(c(=O)c3c2)CCCCC4)cc(OC)c1OC
?	/	COc1ccc(CNC(=O)CN(C(=O)c2csnn2)c2ccc3c(c2)OCCO3)cc1
3%	0	O=C(Cn1nnc(-c2cccc(C(F)(F)F)c2)n1)N1CCOCC1

Ordered by the number under S3 lipid droplet cell count max (ascending): 7 from the list above
Molecule	S3 lipid droplet	S3 lipid droplet cell count max
CCOc1ccc(-c2cccc(NC(=O)COc3ccccc3)c2)nn1	-15%	-24
COc1ccc(CNC(=S)Nc2ccc(F)c(Cl)c2)cc1	-4%	-1
COc1ccc(CCNC(=O)COc2ccc(C)nc2[N+](=O)[O-])cc1OC	i	0
COc1ccc(Oc2cc(F)nc(N)n2)cc1	13%	4
COc1ccc(CNCc2ccc([N+](=O)[O-])cc2)cc1OC	0%	5
COc1ccc(S(=O)(=O)N2CCN(C)CC2)cc1NC(=O)c1ccccc1F	17%	10
CCn1c(SCC(=O)Nc2ccccc2Cl)nnc1C1CC1	i	16
